Screening data: PubChem, The Scripps Research Institute Molecular Screening Center
UHRF1 MBD2 ctr – blocks human UHRF1 binding to methylated DNA | inhibition, % at 4.4 µM | 0.75% of 370,000 active | AID 687016 | UHRF1 binding to methylated oligo, TR-FRET | Q96T88; in the data active = inhibition above about 21%;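 also: UHRF1 SRA domain binding a hemimethylated CpG hairpin DNA probe; 0% = median of test compound wells and 100% = reference inhibitor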
PLC-gamma1 inh – PLC-gamma1 (human) inhibition, primary screen. P19174. purified PLC-gamma1, fluorogenic substrate, fluorescence. inhibition, % at 12.2 µM. 0.84% of 370,000 active. AID 720700; in the data active = inhibition above about 9.5%
KLK7 zymogen act – activators of human kallikrein-7 zymogen; P49862; purified proKLK7, EDANS-DABCYL substrate fluorescence; 100% is mature enzyme control, 0% vehicle; AID 652039; 0.9% of 370,000 active; activation, % at 7 µM;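 active = activation above the mean of all tested compounds plus 3 SD, computed per campaign excluding outliers beyond control limits, cut at about 13% in these data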
Target sequence (P49862 whole entry, looked up): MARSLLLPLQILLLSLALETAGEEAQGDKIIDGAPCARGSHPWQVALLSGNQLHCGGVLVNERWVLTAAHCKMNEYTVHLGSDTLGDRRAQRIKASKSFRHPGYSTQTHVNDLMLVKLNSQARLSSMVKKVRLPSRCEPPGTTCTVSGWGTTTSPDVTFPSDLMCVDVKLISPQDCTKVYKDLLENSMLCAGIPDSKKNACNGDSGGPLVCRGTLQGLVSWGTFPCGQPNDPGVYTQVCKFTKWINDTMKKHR
ASAP1 GAP inh – ASAP1 ArfGAP inhibition. ASAP1-stimulated ARF1 GTP hydrolysis, GDP FP detection. inhibition, % at 16.5 µM. 0.19% of 360,000 active. AID 624377; in the data active = inhibition above about 25%;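 also: 0% = vehicle with enzyme and substrate and 100% = no enzyme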
ARFGAP1 inh – inhibitors of rat ARFGAP1 | AID 651572 | Q62848 | inhibition, % at 16.5 µM | 0.26% of 360,000 active | Arfgap1-stimulated ARF1 GTP hydrolysis, GDP FP detection;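 active = inhibition above a per-plate limit, mean inhibition of low control wells plus 3 SD, cut at about 25% in these data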;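 also: 0% = DMSO wells with enzyme and 100% = wells lacking Arfgap1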
Target sequence (Q62848 1-136 limits assumed): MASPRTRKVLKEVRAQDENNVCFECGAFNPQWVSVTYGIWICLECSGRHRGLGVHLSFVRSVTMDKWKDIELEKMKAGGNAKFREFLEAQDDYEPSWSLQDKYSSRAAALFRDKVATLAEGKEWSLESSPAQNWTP
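Assay system: Rat Arfgap1 GAP domain (His6, aa 1-136), purified enzyme | Buffer or medium: HEPES 25 mM pH 7.5, NaCl 150 mM, MgCl2, DTT | Schedule: GTP hydrolysis reaction 2 h at 25 °C | Signal: FP of antibody-bound GDP Alexa 633 tracer, ex 620/em 688 nm | Measure: Percent inhibition of Arfgap1-stimulated GTP hydrolysis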
Tn6 DDE FP – inhibitors of Tn6 peptide binding to human fibrin DD(E); Fibrin DD(E) TRITC-Tn6 fluorescence polarization displacement; inhibition, % at 8.3 µM; AID 720509; P02675; 0.21% of 370,000 active;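 active = inhibition above a per-campaign cutoff: mean of compounds within control limits plus 3 SD, cut at about 15% in these data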;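 also: 0% = median of all compound wells on the plate and 100% = blocking peptide control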
Tn7 DDE FP – disrupts Tn7 cyclic peptide binding to fibrin D-Dimer-E complex; P02675; FP displacement of FITC-Tn7 peptide from fibrin DD(E); 0% = median of compound wells per plate; inhibition, % at 8.3 µM; 0.13% of 370,000 active; AID 720508;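 active = inhibition above the mean of compounds falling within the control limits plus 3 SD of them, cut at about 14% in these data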;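 also: 0% = plate median of compound wells and 100% = 10 µM Aha-Tn7 peptide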
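Test system: human clot-derived fibrin DD(E) complex / Quantity: 2 µM final DD(E) protein / Incubation: 10 min plus 3 h, room temperature / Measured by: fluorescence polarization / Benchmarks: high control of 10 µM Aha-Tn7 peptide / Replicates: singlicate testing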
PLCb3 inh – inhibitors of human phospholipase C beta3; 0.18% of 370,000 active; inhibition, % at 12.2 µM; Purified PLC-beta3, fluorogenic substrate, fluorescence; in the data active = inhibition above about 11%;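 also: 0% = median of compound wells on plate and 100% = full blocker control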
MBD2 DNA inh – MBD2-methylated oligo binding inhibition; 0.31% of 370,000 active; AID 686964; TR-FRET, MBD2 binding to methylated oligonucleotide; inhibition, % at 4.4 µM; Q9UBB5; in the data active = inhibition above about 13%
Target sequence (Q9UBB5 whole entry, looked up): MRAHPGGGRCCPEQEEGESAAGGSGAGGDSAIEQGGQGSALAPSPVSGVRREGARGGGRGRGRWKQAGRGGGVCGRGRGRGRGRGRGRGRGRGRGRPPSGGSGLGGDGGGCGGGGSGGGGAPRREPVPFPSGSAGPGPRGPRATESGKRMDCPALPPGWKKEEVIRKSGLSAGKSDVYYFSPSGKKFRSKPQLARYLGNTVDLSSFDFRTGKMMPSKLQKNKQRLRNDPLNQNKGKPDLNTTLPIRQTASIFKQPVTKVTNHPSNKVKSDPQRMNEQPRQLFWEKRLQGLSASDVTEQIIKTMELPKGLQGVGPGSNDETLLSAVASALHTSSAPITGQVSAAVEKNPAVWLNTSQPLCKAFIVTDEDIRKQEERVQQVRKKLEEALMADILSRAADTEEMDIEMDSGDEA
ADAM17 inh – inhibits human ADAM17 | recombinant ADAM17, EDANS/DABCYL FRET peptide cleavage | inhibition, % at 6.95 µM | 0.83% of 370,000 active;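 active = inhibition above the mean of compounds lying between control limits plus 3 SD, set per campaign, cut at about 8.5% in these data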;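 also: 0% = DMSO-only wells as the low control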
Active calls of the source: *; · = not tested or not shown; & = joins results of further samples. This is a random part of the collection; 4.1% or so of the library scored in one or more.

SMILES	UHRF1 MBD2 ctr	PLC-gamma1 inh	KLK7 zymogen act	ASAP1 GAP inh	ARFGAP1 inh	Tn6 DDE FP	Tn7 DDE FP	PLCb3 inh	MBD2 DNA inh	ADAM17 inh
CC(=O)Oc1cccc(N2C(=O)c3cccc4c([N+](=O)[O-])ccc(c34)C2=O)c1	-2	-195	-0.3	-15	-9	8	12	-251	-10	2
COc1ccccc1N1CCN(C(=O)COc2cccc(C)c2C)CC1	0	1	-0.4	0	-1	4	4	-7	0	-3
CCOC(=O)CSc1nnc(CNC(=O)c2ccc([N+](=O)[O-])cc2)n1C	7	0	-0.4	-3	-3	1	8	-4	3	0
O=C(NCCCN1CCCC1=O)C1CCN(S(=O)(=O)c2cccc(C(F)(F)F)c2)CC1	-2	1	0.0	-1	1	-1	-3	1	-1	-5
COc1ccc(Nc2cc(C)c3ccc(O)cc3n2)cc1	-2	-59	0.2	-3	-5	-1	0	-79	1	-8
CCCCCCSc1ccc(-c2nc3cc(C)ccn3c2NC2CCCCC2)cc1	3&1	-67&-32	-2.3&-1.2	6&-1	6&-6	-3&8	10&0	-67&-52	2&6	-13&-11
CCc1ccc2[nH]cc(C(=O)OCCOC)c(=O)c2c1	-1	-2	-2.1	-4	2	2	3	2	-5	-2
O=C(COC(=O)c1cccc(S(=O)(=O)N2CCCCC2)c1)NC1CCCCC1	0	1	-0.6	2	14	1	-7	-4	-5	3
O=C(Cc1cccc2ccccc12)NNC(=O)c1ccc(Br)o1	1	0	0.1	5	6	-3	9	-6	-2	1
CCN(C(=O)C1CSC2(C)CCC(=O)N12)c1nc2c(C)cccc2s1 (stereo unspecified)	1	5	0.8	-5	4	-4	1	-4	2	2
Cc1cc(OCC(=O)Nc2ccncc2)cc(C)c1Cl	0	1	0.3	-2	3	0	-10	-6	2	3
CC(C)(C)[C@H]1C=C(C(=O)NCc2nc3ccccc3[nH]2)O[C@@H](OCCCCO)C1	-3	1	0.8	-16	-10	-2	-4	0	3	-3
CC(NC(=O)C1CCN(S(=O)(=O)c2cccs2)CC1)c1cccc(Cl)c1 (stereo unspecified)	0	3	0.2	-2	-2	-2	1	-4	-2	3
S=c1[nH]nc2ccc3ccccc3n12	0	-295	-8.8	-7	15	6	4	-403	-5	-27
Cc1ccc(/C=N/NC(=O)Cn2nnc(N)n2)o1	-2	2	0.3	2	-6	-3	-9	-5	4	-2
O=C(CSc1nnnn1-c1ccccc1)NCC1(N2CCOCC2)CCCCC1	-2	-4	-0.7	5	-1	-2	-1	-1	-2	-7
CCN1C(=NCCOC)N[C@@H](c2ccccc2)[C@H](C(=O)OC)[C@H]1C	0	4	-0.7	-4	-6	4	4	0	6	-5
CC1(OC(=O)C2CCCC2)C(=O)C=C2C=C(c3ccsc3)N(Cc3ccc4c(c3)OCO4)C=C2C1=O (stereo unspecified)	-9	-14	0.2	6	-13	2	3	-22	1	-3
O=[N+]([O-])c1ccc2nc(-c3ccccc3)[nH]c2c1	1	5	0.0	9	13	3	9	0	3	-1
Cc1[nH]c2c(C)cccc2c1CCNC(=O)C1CCCCC1C(=O)OCC(F)(F)F (stereo unspecified)	2	-3	0.7	0	8	1	3	-11	-2	-4
O=C(CSc1ccccc1)NCc1ccccn1	-1	3	0.2	-6	1	-1	-1	2	1	-1
CNC[C@H]1OCc2cnnn2CCCC(=O)N([C@@H](C)CO)C[C@@H]1C	-3	0	-0.5	0	-1	0	1	-1	-8	-6
CC(=O)N1c2ccc(S(=O)(=O)NCC3CCC(C(=O)NC4CCC(C)CC4)CC3)cc2CC1C (stereo unspecified)	4	0	0.2	4	9	-6	-5	-8	0	-4
O=C(O)CCCCC1CCSS1 (stereo unspecified)	48*	5	-0.2	12	-8	-10	6	1	22*	-1
O=C(Nc1ccc(Cl)cc1)OC[C@@H]1CSCCS(=O)(=O)N1	1	1	0.0	7	-1	-3	-5	0	0	1
O=C(Nc1nnc(S(=O)(=O)N2CCOCC2)s1)c1ccccc1	-2	-10	0.0	0	2	-7	1	-12	-2	-1
CCOC(=O)c1ccccc1NC(=O)Cn1cnc2c(cnn2C(C)(C)C)c1=O	-1	4	0.1	4	9	-5	-6	0	2	1
NC(=O)c1cccc2c1-c1ccccc1/C2=N/NC(N)=S	-5	-8	0.5	-4	-11	8	5	-14	-13	0
O=C(NCCC1=CCCCC1)C1CCCN(S(=O)(=O)c2ccc(F)cc2)C1 (stereo unspecified)	1	4	0.3	-7	0	5	4	5	3	-2
OCCC1CN(Cc2cccn2-c2ccccn2)CCN1C1CCCC1 (stereo unspecified)	-8	-2	0.6	-9	6	1	9	-5	0	-6
COc1ccccc1CNC(=O)COC(=O)Cc1ccsc1	6	4	-0.3	-5	6	0	-2	-4	-2	3
CCCN(CC1CC1)C(=O)c1ccc(CNC(=O)c2cccc(Br)c2)cc1	2	2	1.1	·	·	-11	-3	-5	8	0
CCOC(=O)c1cc(CC)sc1NC(=O)COc1ccc2c(C)cc(=O)oc2c1	-1	-58	-4.1	-7	-1	1	5	-66	1	-102
COc1cccc(NC(=O)Cn2cc(C#N)c3ccccc32)c1	5	1	-0.9	-4	6	-7	-4	2	5	4
COc1ccc(NC(=O)c2cc(C3CCCCN3C(=O)c3cc(OC)c(C)c(OC)c3)on2)c(C)c1 (stereo unspecified)	2	4	0.5	2	10	-1	-4	-2	-2	6
Cc1nn(-c2ccc(C(=O)N3CCN(S(=O)(=O)c4ccccc4C(F)(F)F)CC3)cc2)c(C)c1Cl	-1	6	-0.3	-16	2	3	1	-4	0	1
CC(=O)Nc1cc(-c2ccc(N(C)C)cc2)cn2c(-c3ccc(F)c(Cl)c3)cnc12	-8	-296	0.5	8	1	9	1	-391	-12	-7
O=C(CCn1nc(-c2ccc(Cl)cc2)ccc1=O)N1CCN(c2ccc(F)cc2)CC1	1	7	0.6	1	-16	1	0	-1	-6	1
COc1ccc(-c2cc3nc(C)c(C)c(N4CCN(C(=O)c5ccoc5)CC4)n3n2)cc1	-3	-62	-0.6	0	7	-8	9	-83	2	-10
O=C(CSCc1ccccc1)NNc1c(F)c(F)cc(F)c1F	4	-3	-0.4	-11	-7	-2	1	-7	0	-2
CCOc1ccc(CC(=O)Nc2ccc(NC(=O)c3ccco3)cc2)cc1OCC	1	3	-0.7	0	7	-4	-1	-4	-1	-3
CCOC(=O)N1CCC(N(CCN(C)C)C(=S)Nc2cccc(Cl)c2C)CC1	-2	6	0.5	3	1	0	3	1	-4	-1
CC1CCCCC12NC(=O)N(CC(=O)N1CCN(c3ncccn3)CC1)C2=O (stereo unspecified)	1	-5	0.3	-8	-1	0	1	-13	-5	-1
Cc1nc(CNS(=O)(=O)c2ccc3ccccc3c2)cs1	5	5	-1.1	-8	9	1	1	2	2	0
O=C(CN(CC(=O)N1CCOCC1)S(=O)(=O)c1ccc(Br)s1)N1CCOCC1	0	3	-0.5	6	-1	2	-3	2	2	-5
Cc1ccc(-c2nnc(SCc3nc(N)nc(Nc4ccccc4C)n3)n2N)cc1	-4	3	0.3	-5	3	3	9	1	-2	1
NS(=O)(=O)c1cccc(NC(=O)CSc2ccccn2)c1	-1	2	0.4	10	-5	-5	0	0	-5	0

By substructure: the entries above containing a Cl atom
SMILES	UHRF1 MBD2 ctr	PLC-gamma1 inh	KLK7 zymogen act	ASAP1 GAP inh	ARFGAP1 inh	Tn6 DDE FP	Tn7 DDE FP	PLCb3 inh	MBD2 DNA inh	ADAM17 inh
Cc1cc(OCC(=O)Nc2ccncc2)cc(C)c1Cl	0	1	0.3	-2	3	0	-10	-6	2	3
CC(NC(=O)C1CCN(S(=O)(=O)c2cccs2)CC1)c1cccc(Cl)c1 (stereo unspecified)	0	3	0.2	-2	-2	-2	1	-4	-2	3
O=C(Nc1ccc(Cl)cc1)OC[C@@H]1CSCCS(=O)(=O)N1	1	1	0.0	7	-1	-3	-5	0	0	1
Cc1nn(-c2ccc(C(=O)N3CCN(S(=O)(=O)c4ccccc4C(F)(F)F)CC3)cc2)c(C)c1Cl	-1	6	-0.3	-16	2	3	1	-4	0	1
CC(=O)Nc1cc(-c2ccc(N(C)C)cc2)cn2c(-c3ccc(F)c(Cl)c3)cnc12	-8	-296	0.5	8	1	9	1	-391	-12	-7
O=C(CCn1nc(-c2ccc(Cl)cc2)ccc1=O)N1CCN(c2ccc(F)cc2)CC1	1	7	0.6	1	-16	1	0	-1	-6	1
CCOC(=O)N1CCC(N(CCN(C)C)C(=S)Nc2cccc(Cl)c2C)CC1	-2	6	0.5	3	1	0	3	1	-4	-1
